Screening results from PubChem BioAssay.
HTT ATP protect: cytoprotection in Huntington HTT-Q103 PC12 cell model; PC12 HTT-Q103 induced, cytoprotection, ATP luminescence, 40 h; Potency, µM (top dose mostly 56.4 µM), inactives show cytoprotection (ATP increase), most hits filed as activators; hit rate 0.14% among 230,000;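 further: % of control where 0% means no effect; nearly all actives have a fitted effect of over 45% in size; toxic huntingtin expression switched on by the ecdysone agonist tebufenozide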
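Readout: ATPlite luminescence (ATP level). Model: stable PC12, inducible Htt exon1 Q103-GFP. Inducer: tebufenozide, 100 nM final. Compounds: dose series. No G418 in medium.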
RECQ1 helicase: inhibitors of human RECQ1 DNA helicase | AID 2549 | P46063 | RECQ1 DNA unwinding, red fluorescence kinetic read | hit rate 0.54% among 240,000 | Potency, µM (doses to about 57.3 µM), inactives show at the highest dose activity, negative = inhibition, most hits filed as inhibitors;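 further: plate controls were vehicle for no effect and no enzyme for full effect; nearly all actives have a fitted effect of over 30% in size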
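50 nM RECQ1T1 preincubated 15 min with compound in Tris pH 8.0 buffer with MgCl2, DTT, Tween-20 and 2.5 ug/ml poly(dI-dC); started with 200 nM TAMRA/BHQ-2 forked duplex and 2 mM ATP. Unwinding read as fluorescence (525/598 nm), two reads 2 h apart.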
TR SRC2 fluor cs: alters Texas Red total fluorescence, flagging assay interference; TRb/SRC2 Texas Red total fluorescence interference; Potency, µM (highest dose often 106 µM), for the others: at the top dose fluorescence change, negative = quenching; hit rate 0.29% among 280,000; active means well fitted curve in either direction with a large enough effect; inconclusive means small, poorly fitted or top-dose-only effect; further: on the % scale 0 is the no-effect control and ±100 the full control effect
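Human TRb ligand-binding domain at 0.6 uM with 20 nM Texas Red SRC2 peptide in Tris buffer containing 1 uM T3 and 5% DMSO, incubated with compound 5 h at ambient temperature. Total fluorescence (555/632 nm) calculated as parallel + 2 × perpendicular.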
TRb SRC2 PPI: TRbeta-SRC2 interaction inhibition; P10828; TRbeta-SRC2 peptide binding, fluorescence polarization; receptor liganded with 1 µM T3; Potency, µM (top dose mostly 106 µM), without a hit: top-dose activity change, negative = inhibition, actives largely listed as inhibitors; hit rate 0.065% among 280,000;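 further: plate controls were bound peptide for no effect and peptide without receptor for full effect; nearly all actives have a fitted effect of over 50% in size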
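Decrease in fluorescence polarization of 20 nM Texas Red SRC2 coactivator peptide flagged inhibition of its binding to 0.6 uM TRb LBD; 1 uM T3 included, incubation 5 hr, ex 555/em 632 nm.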
L3MBTL1 inh: L3MBTL1 (human) inhibition; Q9Y468; AlphaScreen L3MBTL1–H3K9me1 peptide binding; Potency, µM (doses to about 57.1 µM), for inactives: at the highest dose activity, negative = inhibition, usual class: inhibitors; hit rate 0.66% among 230,000; AID 485360; further: on the % scale 0 is the no-effect control and ±100 the full control effect; nearly all actives have a fitted effect of over 60% in size
Target sequence (Q9Y468 whole entry, looked up): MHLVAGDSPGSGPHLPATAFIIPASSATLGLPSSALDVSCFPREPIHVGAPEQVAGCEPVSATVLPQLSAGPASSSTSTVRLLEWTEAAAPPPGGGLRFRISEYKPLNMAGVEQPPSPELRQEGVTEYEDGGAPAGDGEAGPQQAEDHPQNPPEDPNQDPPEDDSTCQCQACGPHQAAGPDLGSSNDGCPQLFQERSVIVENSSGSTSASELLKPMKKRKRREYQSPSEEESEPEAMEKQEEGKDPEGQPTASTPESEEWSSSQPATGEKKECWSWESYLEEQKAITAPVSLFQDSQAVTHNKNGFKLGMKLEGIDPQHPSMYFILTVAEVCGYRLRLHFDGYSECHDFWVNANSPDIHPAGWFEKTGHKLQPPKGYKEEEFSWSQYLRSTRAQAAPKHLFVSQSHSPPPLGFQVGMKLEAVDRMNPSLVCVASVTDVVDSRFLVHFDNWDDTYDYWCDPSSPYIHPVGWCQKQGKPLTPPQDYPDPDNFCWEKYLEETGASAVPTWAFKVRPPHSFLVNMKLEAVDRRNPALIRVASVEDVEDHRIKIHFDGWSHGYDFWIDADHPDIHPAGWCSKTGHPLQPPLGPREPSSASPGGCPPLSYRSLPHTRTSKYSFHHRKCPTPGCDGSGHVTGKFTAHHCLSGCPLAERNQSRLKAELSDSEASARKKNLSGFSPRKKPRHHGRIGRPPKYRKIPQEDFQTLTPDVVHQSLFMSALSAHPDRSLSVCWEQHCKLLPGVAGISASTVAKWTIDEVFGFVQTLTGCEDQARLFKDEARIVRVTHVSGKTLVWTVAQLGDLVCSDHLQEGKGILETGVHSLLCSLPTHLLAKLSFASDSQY
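L3MBTL1 50 nM + b-AHA-H3(1-15)K9me1 75 nM, 30 min RT; compound added, 30 min RT; streptavidin donor/Ni-chelate acceptor beads 10 ug/mL each final, 30 min RT dark; AlphaScreen read.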
Tau ThT inhib: inhibitors of human tau fibril formation, thioflavin T binding; P10636; Potency, µM (highest dose often 57.4 µM), for the others: at the top dose activity, negative = inhibition, most hits filed as inhibitors; hit rate 2.1% among 270,000; AID 1460; recombinant tau K18 P301L, heparin-induced fibrillization, ThT fluorescence; further: on the % scale 0 is the no-effect control and ±100 the full control effect; nearly all actives have a fitted effect of over 55% in size
Target sequence (P10636 561-689 P618L limits assumed): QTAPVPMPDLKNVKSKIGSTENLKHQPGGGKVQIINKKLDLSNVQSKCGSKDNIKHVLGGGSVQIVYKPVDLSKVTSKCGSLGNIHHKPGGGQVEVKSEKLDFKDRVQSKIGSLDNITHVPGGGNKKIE
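Tau K18 P301L fragment (15 uM unlabeled plus 0.24 uM Alexa 594-labeled) in 100 mM sodium acetate pH 7 with compound, fibrillization induced by 20 uM heparin for 6 hr at 37 C. Thioflavin T (30 uM) added, fluorescence read after 1 hr (ex 450, em 510 nm).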
Tau fluor counter: counter-screen for tau fibril formation inhibitors; Potency, µM (highest dose often 57.7 µM), without a hit: at the highest dose activity change, negative = decrease; hit rate 0.93% among 280,000; AID 1463; tau K18 P301L (four-repeat tau fragment) Alexa594 fluorescence, heparin fibrillization; further: on the % scale 0 is the no-effect control and ±100 the full control effect; nearly all actives have a fitted effect of over 55% in size
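Human K18 P301L tau (15 uM unlabeled plus 0.24 uM Alexa 594-labeled, final) in 100 mM sodium acetate pH 7 was mixed with compound and 20 uM heparin and incubated 6 hr at 37 C.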
Tau FP inhib: blocks human tau fibril formation measured by polarization; P10636; K18 P301L tau heparin fibrillization, Alexa594 FP, 6 h; Potency, µM (top dose mostly 57.7 µM), inactives show at the highest dose activity, negative = inhibition, most hits filed as inhibitors; hit rate 0.39% among 280,000; further: on the % scale 0 is the no-effect control and ±100 the full control effect; nearly all actives have a fitted effect of over 55% in size
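Compound effects on tau fibrillization are measured by Alexa 594 fluorescence polarization (ex 555, em 632 nm). K18 P301L tau is used at 15 uM with 0.24 uM labeled tracer, and 20 uM heparin induces aggregation over 6 hr at 37 C.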
The depositor's hits bear a star; i = inactive; ? = inconclusive; . = not tested or not shown; [ ] = remark or other dose. Unless noted, the call rests on the fitted dose curve; in most records, active means well fitted curve in the direction sought with a large enough effect; inconclusive means small, poorly fitted or top-dose-only effect, or another doubt; inactive means no such curve, though single readings can be large; an effect the other way counts as inactive or inconclusive. Potency means the concentration at half of the fitted maximal effect. Some of the compounds tested (hit frequency here may not be typical).

Abbreviations – A = HTT ATP protect; B = RECQ1 helicase; C = TR SRC2 fluor cs; D = TRb SRC2 PPI; E = L3MBTL1 inh; F = Tau ThT inhib; G = Tau fluor counter; H = Tau FP inhib
1) CCOC(=O)CN(C(=O)CSc1nnc(CNc2ccc(C)cc2C)o1)c1ccccc1
  A: 1%	B: -4%	C: -6%	D: -7%	E: -18%	F: -9%	G: -9%	H: 4%
2) Cc1ccc(CNC(=O)CCCN2C(=O)COc3ccc(C)cc32)cc1
  A: .	B: .	C: -1%	D: 6%	E: .	F: -4%	G: -8%	H: -6%
3) CCOc1cc(/C=C2\SC(=Nc3ccc(F)cc3)N(c3ccc(F)cc3)C2=O)ccc1OCC(=O)O
  A: -12%[10 µM]	B: 2%	C: -3%	D: 6%	E: -9%	F: 3%	G: 9%	H: 1%
4) COc1ccc(CNC(=O)c2cc(-c3ccc(OC)cc3)nc3n[nH]c(-c4cccc([N+](=O)[O-])c4)c23)cc1
  A: .	B: .	C: 1%	D: -1%	E: .	F: 3%	G: -23%	H: -2%
5) CC(N)(C(=O)O)c1ccc(S(=O)(=O)O)cc1 (centres undefined)
  A: -16%	B: -8%	C: -1%	D: 0%	E: .	F: -2%	G: 0%	H: 0%
6) COc1ccccc1CNc1cc(-c2ccccc2)nc2nncn12
  A: .	B: .	C: -3%	D: -2%	E: .	F: ?	G: -16%	H: 6%
7) CC(C)CCOc1ccc(C2N=C(N)Nc3nc4ccccc4n32)cc1 (centres undefined)
  A: .	B: .	C: 40µM*[quencher]	D: -16%	E: .	F: -10%	G: -10%	H: 9%
8) CCC1=Nc2cc(C(=O)NCc3ccccc3Cl)ccc2Sc2ccc(C)cc21
  A: .	B: .	C: 0%	D: 0%	E: .	F: 3%	G: -13%	H: -18%
9) Cc1ccc2c(CN3CCN(C(=O)c4ccco4)CC3)cc(=O)oc2c1C
  A: -16%	B: i	C: -1%	D: 0%	E: -1%	F: -3%	G: 0%	H: -4%
10) CC(=O)Nc1ccc(S(=O)(=O)NC2=C(N3CCN(Cc4ccccc4)CC3)C(=O)c3ccccc3C2=O)cc1
  A: -82%[inhibitor]	B: -7%	C: -1%	D: -4%	E: .	F: 16µM*	G: 14µM*[quencher]	H: -9%
11) COc1cccc(C(=O)Nc2ccccc2N2CCOCC2)c1
  A: 10%	B: -2%	C: -2%	D: -1%	E: .	F: -3%	G: -10%	H: 1%
12) NC(=O)c1cccnc1Oc1ccccc1
  A: 3%[10 µM]	B: -7%	C: -1%	D: 7%	E: -1%	F: 8%	G: 2%	H: 3%
13) CCOC(=O)c1sc(NC(=O)CSc2nc3c(c(=O)n2-c2ccccc2)SCC3)c(C(=O)OCC)c1C
  A: .	B: -2%	C: 1%	D: -1%	E: -11%	F: -16%	G: -11%	H: -3%
14) COc1ccc(C2C(=O)N(C3CCCCC3)CC(=O)N2C2CCCC2)cc1 (centres undefined)
  A: -12%	B: i	C: -2%	D: 1%	E: -1%	F: -9%	G: -9%	H: -12%
15) CCCC(=O)Nc1ccc(C(=O)NCC(=O)OCC)cc1
  A: 26%[0.074 µM]	B: -1%	C: 0%	D: 9%	E: .	F: -4%	G: -10%	H: -7%
16) CC1CC(C)(C)NC(=S)N1CC(=O)N1CCN(Cc2ccc3c(c2)OCO3)CC1 (centres undefined)
  A: -34%[inhibitor]	B: -2%	C: 0%	D: 0%	E: 12%	F: 1%	G: 4%	H: 2%
17) COc1cc(/C=C/c2noc(-c3ccccc3O)n2)ccc1OC(C)=O
  A: -23%[10 µM]	B: -5%	C: -1%	D: -9%	E: 0%	F: ?	G: -16%	H: 1%
18) O=S(=O)(Nc1nc2n(n1)C(c1ccc(F)cc1)C=C(c1ccccc1)N2)c1ccccc1 (centres undefined)
  A: .	B: .	C: 0%	D: 5%	E: .	F: -2%	G: -4%	H: 4%
19) Oc1ccccc1CN1CCC(C(O)(c2ccccc2)c2ccccc2)CC1
  A: .	B: -5%	C: -1%	D: -5%	E: -1%	F: -11%	G: -13%	H: -5%
20) CC(=O)c1sc(NC(=O)c2ccc(C)cc2)nc1C
  A: -72%[inhibitor]	B: -5%	C: 1%	D: 3%	E: 2%	F: -16%	G: -10%	H: -7%
21) COc1c(Cl)ccc(Cl)c1C(=O)OCC(=O)O
  A: 3%	B: 1%	C: -4%	D: -1%	E: -1%	F: -12%	G: -2%	H: 1%
22) O=C1C=C(O)C(n2cncn2)C(c2cc(F)ccc2F)C1 (centres undefined)
  A: -3%	B: i	C: 0%	D: -4%	E: 7%[11.4 µM]	F: -1%	G: 7%	H: 0%
23) O=C(COC(=O)C1CCC(=O)N1)Nc1cc(Cl)ccc1Cl (centres undefined)
  A: 6%[10 µM]	B: -2%	C: -4%	D: 2%	E: 5%	F: 2%	G: 2%	H: 1%
24) CC(=O)N1CCc2cc(CNS(=O)(=O)c3ccc(Br)s3)ccc21
  A: .	B: .	C: 0%	D: -1%	E: .	F: -5%	G: -9%	H: 0%
25) CCOc1ccc(-n2c(C)nnc2SCC(=O)N(CC)CC)cc1
  A: 5%[10 µM]	B: -1%	C: 0%	D: 0%	E: .	F: -12%	G: -9%	H: 3%
26) N#Cc1cc(C(=O)c2ccccc2O)cn(-c2ccc(Cl)cc2)c1=O
  A: -23%[10 µM]	B: 6%	C: -4%	D: -3%	E: -21%	F: 4%	G: 1%	H: -7%
27) C#CCOc1ccc(C2CC(=O)Nc3c2c(C)nn3-c2nc(C)cc(C)n2)cc1 (centres undefined)
  A: .	B: .	C: -3%	D: -2%	E: .	F: -7%	G: -2%	H: ?
28) COc1cc(/C=N/NC(=O)c2cc(-c3ccccc3OC(C)C)nc3ccccc23)ccc1O
  A: .	B: -3%	C: -7%	D: -6%	E: -4%	F: -3%	G: 0%	H: 9%
29) COc1ccccc1C(=O)Nc1nnc(S(=O)(=O)N2CCN(c3ccc(F)cc3)CC2)s1
  A: .	B: .	C: -3%	D: -1%	E: .	F: ?	G: -13%	H: 6%
30) C/C(=N\NC(=O)CN(c1ccccc1)S(C)(=O)=O)c1ccccc1O
  A: 1%	B: -9%	C: -2%	D: -5%	E: 4%	F: 2%	G: -11%	H: -10%

5 of these compounds, set out differently.
Order of values: HTT ATP protect	RECQ1 helicase	TR SRC2 fluor cs	TRb SRC2 PPI	L3MBTL1 inh	Tau ThT inhib	Tau fluor counter	Tau FP inhib
18) O=S(=O)(Nc1nc2n(n1)C(c1ccc(F)cc1)C=C(c1ccccc1)N2)c1ccccc1 (centres undefined)
→ .	.	0%	5%	.	-2%	-4%	4%
19) Oc1ccccc1CN1CCC(C(O)(c2ccccc2)c2ccccc2)CC1
→ .	-5%	-1%	-5%	-1%	-11%	-13%	-5%
20) CC(=O)c1sc(NC(=O)c2ccc(C)cc2)nc1C
→ -72%[inhibitor]	-5%	1%	3%	2%	-16%	-10%	-7%
21) COc1c(Cl)ccc(Cl)c1C(=O)OCC(=O)O
→ 3%	1%	-4%	-1%	-1%	-12%	-2%	1%
22) O=C1C=C(O)C(n2cncn2)C(c2cc(F)ccc2F)C1 (centres undefined)
→ -3%	i	0%	-4%	7%[11.4 µM]	-1%	7%	0%

New compounds follow
Abbreviations – A = HTT ATP protect; B = RECQ1 helicase; C = TR SRC2 fluor cs; D = TRb SRC2 PPI; E = L3MBTL1 inh; F = Tau ThT inhib; G = Tau fluor counter; H = Tau FP inhib
31) CCCc1cc(=O)[nH]c2nnc(SCC)n12
  A: .	B: .	C: 2%	D: 5%	E: .	F: 4%	G: 8%	H: 2%
32) Cc1ccc(CC(NC(=O)c2ccccc2)C(=O)NC(CC(C)C)C(=O)O)cc1 (centres undefined)
  A: -30%	B: -6%	C: 0%	D: -3%	E: .	F: -2%	G: 4%	H: 6%
33) CSc1n[nH]c(-c2sccc2OCc2ccc(C)cc2)n1
  A: -21%	B: -8%	C: -1%	D: 4%	E: 0%	F: -9%	G: -20%	H: -7%
34) CCC1(C)Cc2c(sc3nnn(CC(=O)Nc4ccccc4)c(=O)c23)CO1 (centres undefined)
  A: -11%	B: -1%	C: -1%	D: -15%	E: -4%	F: 0%	G: -16%	H: -3%
35) CCCCCSc1nc2sc3c(c2c(=O)n1-c1ccccc1)CCN(C(C)=O)C3
  A: .	B: .	C: 0.018µM*[quencher]	D: -28%[53 µM]	E: .	F: ?	G: -10%	H: ?
36) C[C@@H](C(=O)N[C@@H](CO)Cc1ccccc1)[C@H]1C[C@]1(C)[C@H](NC(=O)OCc1ccccc1)c1ccccc1
  A: -8%	B: i	C: 0%	D: 5%	E: .	F: -15%	G: -24%	H: -1%
37) CCc1c(C)sc(NC(=O)C2CC2)c1C(=O)OC(C)C
  A: .	B: -10%	C: 0%	D: -2%	E: 3%	F: ?	G: -5%	H: -3%
38) O=C(CC(Nc1cccc(Cl)c1Cl)C(=O)OCC(=O)c1cccs1)c1ccccc1 (centres undefined)
  A: -2%[10 µM]	B: -9%	C: 2%	D: 3%	E: 0%	F: 3%	G: -22%	H: ?
39) Cc1ccccc1NC(=O)CSc1cn(CC(=O)N2CCCCCC2)c2ccccc12
  A: .	B: .	C: -2%	D: -2%	E: .	F: -11%	G: -16%	H: -5%
40) O=C(NCc1ccc2c(c1)OCO2)c1ccc(C2SCC(=O)N2Cc2ccco2)cc1 (centres undefined)
  A: 3%	B: 1%	C: -3%	D: 14%	E: ?	F: -10%	G: -2%	H: 2%

Among those listed so far, these contain a furan ring, fused or not.
Abbreviations – A = HTT ATP protect; B = RECQ1 helicase; C = TR SRC2 fluor cs; D = TRb SRC2 PPI; E = L3MBTL1 inh; F = Tau ThT inhib; G = Tau fluor counter; H = Tau FP inhib
9) Cc1ccc2c(CN3CCN(C(=O)c4ccco4)CC3)cc(=O)oc2c1C
  A: -16%	B: i	C: -1%	D: 0%	E: -1%	F: -3%	G: 0%	H: -4%
40) O=C(NCc1ccc2c(c1)OCO2)c1ccc(C2SCC(=O)N2Cc2ccco2)cc1 (centres undefined)
  A: 3%	B: 1%	C: -3%	D: 14%	E: ?	F: -10%	G: -2%	H: 2%
